Assay outcomes deposited in PubChem BioAssay by National Center for Advancing Translational Sciences (NCATS).
PGK inhibitor: qHTS Assay to Find Inhibitors of Phosphoglycerate Kinase. Phosphoglycerate kinase, glycosomal (Trypanosoma brucei brucei), P07378. PGK/GAPDH coupled, Kinase-Glo luminescence, 60 min. Potency, µM (titrated, usually from 57.5 µM), inactives show at the highest dose activity change, negative = inhibition, actives largely listed as inhibitors. 380,000 compounds, 0.043% hits. AID 602233, 2012; also: % is scaled to controls: 0 for no effect and ±100 for the full control effect; nearly all actives have a fitted effect of over 60% in size
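Luminescent ATP detection (Kinase-Glo Plus) follows a 60-minute room-temperature incubation, with wells lacking PGK as controls. Buffer: 100 mM TEA (pH 7.6), 5 mM MgCl2, 0.01% Tween-20. Coupling enzyme GAPDH (100 nM final) supplies unstable 1,3-BPG in-well.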
POLI inh: qHTS for Inhibitors of Polymerase Iota; Pol iota fluorescent replication assay, 10 min; DNA polymerase iota (Homo sapiens), Q9UNA4; 390,000 compounds, 1% hits; Potency, µM (doses to about 115 µM), inactives show at the highest dose activity, negative = inhibition, hits mostly inhibitors
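Pol iota at 10 nM preincubated 15 min with compounds at room temperature; reaction started with fluorescent substrate, 50 nM final. Fluorescence read kinetically at 0 and 10 min; buffer-only wells as negative control.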
BAZ2B block: qHTS Assay for Inhibitors of BAZ2B; Potency, µM (doses to about 114 µM), for inactives: top-dose activity change, negative = inhibition, usual class: inhibitors; Bromodomain adjacent to zinc finger domain protein 2B (Homo sapiens), Q9UIF8; 360,000 compounds, 4.4% hits; AlphaScreen BAZ2B-H3K14Ac peptide displacement; also: % is scaled to controls: 0 for no effect and ±100 for the full control effect; nearly all actives have a fitted effect of over 60% in size
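In this displacement format the biotinylated H3(5-23) peptide acetylated at Lys14 serves as ligand at 50 nM, with BAZ2B at 50 nM in PBS pH 7.4 containing 0.01% Tween-20. Donor and acceptor beads are 10 ug/mL final.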
HP1b binding inh: HTS for Inhibitors of HP1-beta Chromodomain Interactions with Methylated Histone Tails; AID 540317, 2011; Potency, µM (doses to about 114 µM), for inactives: top-dose activity change, negative = inhibition, hits mostly inhibitors; 390,000 compounds, 0.56% hits; AlphaScreen HP1-beta / biotin-H3K9me3 peptide binding; Chromobox protein homolog 1 (Homo sapiens), P83916; also: nearly all actives have a fitted effect of over 70% in size; inactives centre near 23
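HP1-beta protein (50 nM final) preincubated 30 min at room temperature with biotinylated H3(1-18)K9me3 peptide (50 nM) in PBS pH 7.4, 0.01% Tween-20, then compound added for 30 min. AlphaScreen streptavidin donor/nickel chelate acceptor beads (10 ug/mL final), 30 min dark, luminescence read.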
Pin1 inh: qHTS Assay to Find Inhibitors of Pin1 | Pin1 FP peptide displacement, HiFluor488, 10 min | 390,000 compounds, 0.009% hits | Peptidyl-prolyl cis-trans isomerase NIMA-interacting 1 (Homo sapiens), Q13526 | Potency, µM (series often up to 115 µM), for the others: at the top dose activity, negative = inhibition, usual class: inhibitors | AID 504891, 2011; active = well fitted inhibition curve with a large enough effect in the polarisation, with a control signal flat, not every such curve was filed as active; inconclusive = small, poorly fitted or top-dose-only effect, or effect the other way, or a change in a side signal; inactive = no such curve, though single readings can be large or run the other way; the % refers to the polarisation; also: % is scaled to controls: 0 for no effect and ±100 for the full control effect
G9a inh: qHTS Assay for Inhibitors of Histone Lysine Methyltransferase G9a. Histone-lysine N-methyltransferase EHMT2 (Homo sapiens), Q96KQ7. G9a H3K9 monomethylation, AlphaScreen, 2 h. Potency, µM (highest dose often 102 µM), inactives show at the highest dose activity, negative = inhibition, most hits filed as inhibitors. 350,000 compounds, 8.8% hits. AID 504332, 2011; also: % is scaled to controls: 0 for no effect and ±100 for the full control effect; nearly all actives have a fitted effect of over 75% in size
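Compounds were preincubated with 20 nM G9a for 15 min, after which biotinylated H3K9 peptide (500 nM) and SAM (20 uM) started a 2 h room-temperature reaction. Monomethylated product was quantified by antibody-based AlphaScreen chemiluminescence.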
BLM helicase inh: qHTS Assay for Inhibitors of Bloom's syndrome helicase (BLM). recombinant BLM DNA unwinding, fluorescence dequenching. 350,000 compounds, 0.2% hits. Potency, µM (top dose mostly 56.1 µM), without a hit: at the highest dose activity change, negative = inhibition, most hits filed as inhibitors. AID 2528, 2010;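 also: plate controls were vehicle for no effect and no enzyme for full effect; nearly all actives have a fitted effect of over 35% in size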
GLS inh: qHTS for Inhibitors of Glutaminase (GLS); AID 624170, 2012; GLS enzymatic activity, qHTS titration; 410,000 compounds, 0.21% hits; Potency, µM (top dose mostly 45.5 µM), for the others: top-dose activity change, negative = inhibition, actives largely listed as inhibitors; also: % is scaled to controls: 0 for no effect and ±100 for the full control effect
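hKGA in 45 mM KH2PO4 (pH 8.2), 0.02% Tween-20 with compound, then 1mM L-Glutamine (stock as added) plus glutamate oxidase/HRP/Amplex red coupling mix. Fluorescence read initially and after 30 min at RT; signal change reflects glutamate formation.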
JMJD2A Tudor: qHTS Assay for Inhibitors of JMJD2A-Tudor Domain; Lysine-specific demethylase 4A (Homo sapiens), O75164; Potency, µM (top dose mostly 114 µM), for the others: top-dose activity change, negative = inhibition, usual class: inhibitors; AlphaScreen JMJD2A-Tudor / H3K4me3 peptide binding; 390,000 compounds, 4.4% hits; also: % is scaled to controls: 0 for no effect and ±100 for the full control effect; nearly all actives have a fitted effect of over 50% in size
* = called active by the depositor; i = inactive; ? = inconclusive; · = no result given; & = joins results of further samples; [ ] = remark or other dose. Unless noted, calls follow the shape of the dose curve; as a rule, active = well fitted curve in the direction sought with a large enough effect; inconclusive = small, poorly fitted or top-dose-only effect, or another doubt; inactive = no such curve, though single readings can be large; an effect the other way counts as inactive or inconclusive. Potency is read from the fitted curve at half-maximal effect. Some of the compounds tested; rates above refer to the full screens.

No. | PGK inhibitor | POLI inh | BAZ2B block | HP1b binding inh | Pin1 inh | G9a inh | BLM helicase inh | GLS inh | JMJD2A Tudor | Molecule
1 | 12% | 9% | -4% | 14% | -12% | 14%[0.501 µM] | · | 10% | -10% | Cc1ccc(NC(=O)COC(=O)C2CCC2)cc1S(=O)(=O)N1CCCCC1
2 | i | 20% | -18% | 46%[activator] | -7% | -11% | -1% | -17% | -24% | Cc1[nH]c(C)c(S(=O)(=O)N(C)Cc2ccccc2)c1C(=O)N1CCCCC1
3 | 1% | 22% | 2% | 34% | 2% | 21% | 3% | 7% | 1% | CCCCS(=O)(=O)N1CCN(S(=O)(=O)c2cccs2)CC1
4 | · | 39%[activator] | 6% | 61%[activator] | 1% | -37%[59 µM] | 0% | 0% | -1% | CC(C)(C)c1ccc(OCC(=O)Nc2ccc(C(=O)OC3CCCCC3)cc2)cc1
5 | -11% | 13% | -23% | 19% | -14% | 13% | 2% | -13% | -16% | COc1cccc(CN2CCC(C(=O)Nc3ccc(Oc4cccnc4)cc3)CC2)c1
6 | -4% | -5% | -25% | -10% | 12% | -16%[59 µM] | 0% | -11% | -13% | CC(C)c1ccc(Nc2nc3ccc(C(=O)c4ccccc4)cc3n3cnnc23)cc1
7 | -4% | -25% | 8% | 10% | 3% | -2%[59 µM] | -4% | 18% | -4% | COC(=O)c1ccc(NC(=O)COc2ccc(S(=O)(=O)NC(C)C)cc2)cc1
8 | -9% | 39%[activator] | · | 40%[activator] | 10% | · | · | 1% | -9% | CCN(CCS(=O)(=O)c1ccc(Br)cc1)Cc1nc2ccccc2c(=O)[nH]1
9 | -1% | 18% | 3% | 37% | 1% | 0%[59 µM] | · | 3% | -21% | CCC1CCc2sc(C(=O)N(C)CC(=O)Nc3cccc(OC)c3)cc2C1 (stereo unspecified)
10 | -5% | -3% | 11% | 5% | -1% | -30%[12.7 µM] | -2% | -2% | -6% | O=C(CSc1nnc(SCc2ccc(Cl)cc2)s1)N1CCN(C(=O)c2ccco2)CC1
11 | · | 1% | -38% | 6% | -6% | 10µM* | -2% | 16% | 89µM* | CSc1sc2ccccc2[n+]1CCCS(=O)(=O)[O-]
12 | -8% | 87%[activator] | -17% | 14% | -1% | ? | -5% | 14% | -29% | COc1ccc(/C=C2/C(=O)ON=C2C)cc1Br
13 | -5%&4% | -16%&15% | -4% | 16%&50% | ? | 24%[12.7 µM] | -10% | 8%&3% | -13%&-2% | Cc1[nH]nc(N=CC2=C(O)CC(C)(C)CC2=O)c1-c1ccc(Cl)cc1
14 | i | -11% | -11% | -25% | 2% | 15%[59 µM] | 3% | 13% | ? | CCc1ccc(CCC(=O)Nc2ccc(OC)cc2)o1
15 | 10% | 21% | · | 58%[activator] | 2% | · | · | 4% | -30% | CC[C@]12c3[nH]c4cc(-c5ccco5)ccc4c3CCN1C(=O)[C@@H](CC(=O)NCCN1CCOCC1)C[C@@H]2C(=O)N1CCN(C(=O)c2ccco2)CC1
16 | -7% | 22% | -35% | 38%[activator] | -3% | 32µM* | 0% | -3% | 20µM* | CNC(=S)NNC(=O)COc1ccccc1C
17 | -7% | 20% | -15% | 43%[activator] | -1% | 29% | -5% | 1% | -4% | Cc1ccc(N2C(=O)N(c3ccc(C)cc3)C3CS(=O)(=O)CC32)cc1 (stereo unspecified)
18 | -5% | -8% | ? | 55%[activator] | -2% | 8%[0.501 µM] | · | 0% | -23% | O=C(O)c1c(Cl)cccc1Cl
19 | 0% | 145%[activator] | -22% | -12% | 3% | ? | 0% | 3% | -15% | COCCCNC(=O)CC(NCCCOC)C(=O)O (stereo unspecified)
20 | -4% | 7% | -19% | 24% | 2% | 26% | -5% | 20% | -17% | NNc1ccc2nnc(C(F)(F)C(F)(F)C(F)(F)F)n2n1
21 | -5% | -7% | -1% | -5% | 4% | -12%[2.33 µM] | 3% | 9% | -9% | O=C(COc1ccc(Cl)cc1)Nc1cnn(Cc2c(Cl)cccc2Cl)c1
22 | 6% | 45%[activator] | · | 22% | 0% | · | · | 4% | -3% | CC1(C)OC2CC3C4CC=C5CC(O)CCC5(C)C4CCC3(C)C2(C(=O)CO)O1 (stereo unspecified)
23 | 11% | 15% | 5% | 20% | -3% | 17%[59 µM] | 0% | 4% | -14% | CCOC(=O)c1ccc(COC(=O)c2cc(=O)[nH]c3ccccc23)o1
24 | -5% | -4% | 50µM* | ? | -2% | 45µM* | -4% | 16% | 56µM* | CCN1C(=O)/C(=C\c2cccs2)C(C(=O)OC)=C1C
25 | 1% | 51%[activator] | 4% | 22% | 5% | 19% | 0% | 13% | -10% | COc1ccc2[nH]c(C(=O)N3CCN(C)CC3)c(C)c2c1
26 | -3% | -14% | 10% | 9% | 5% | 28% | -1% | -16% | -3% | O=C(NCCc1cccc(F)c1)C1CCCN(c2nc3ccccc3s2)C1 (stereo unspecified)
27 | -1% | 9% | -3% | 1% | -6% | -7%[59 µM] | 1% | 6% | -17% | COc1ccccc1NC(=O)CSc1nnc(NC(=O)NC2CCCCC2)s1
28 | -11% | -14% | -10% | 29% | -1% | -43% | -1% | 17% | -21% | Cc1ccc(S(=O)(=O)N2CCOCC2)cc1C(=O)NC(=S)N1CC(C)CC(C)C1 (stereo unspecified)
29 | 6%[11.5 µM] | 13% | -19% | 27% | -1% | 3%[12.7 µM] | 1% | 7% | -14% | Cc1oc2cc(OCC(=O)O)ccc2c(=O)c1Oc1ccccc1
30 | 1% | 11% | 332%[activator] | 493%[activator] | 2% | 154%[activator][59 µM] | -1% | 7% | 400%[activator] | N/C(=N\OC(=O)COc1ccccc1Cl)c1ccc(Cl)cc1
31 | -9% | 7% | 5% | 27% | 3% | · | -1% | -2% | -13% | CCC(=O)N1N=C(c2cccs2)CC1c1ccc(OC)cc1 (stereo unspecified)
32 | -2% | 21% | -2% | 23% | -7% | -3%[59 µM] | 6% | -6% | -11% | O=C(Cn1nnc2ccccc21)c1cccc([N+](=O)[O-])c1
33 | -1% | 23% | · | 14% | 2% | · | · | 0% | -26% | C=CC[C@H](CC(=O)NCCO)C(=O)N[C@H](COC(=O)[C@@H](CC=C)CC(=O)OC(C)(C)C)Cc1c[nH]c2ccccc12
34 | -4% | 7% | -1% | 3% | -4% | -34%[12.7 µM] | 0% | -1% | -22% | COc1ccccc1C1C(C(=O)NCc2ccccc2)=C(C)Nc2ncnn21 (stereo unspecified)
35 | -5% | 24% | -11% | 3% | 8% | 13%[12.7 µM] | -7% | -3% | -23% | COc1cc(/C=N\NC(=O)c2cccc(Cl)c2)ccc1Oc1ccc([N+](=O)[O-])cn1
36 | -2% | -17% | ? | 30% | -14% | 8.9µM* | 0% | 9% | ? | CC(C)(C)C1CCC(=NNC(=S)NCc2ccccc2)CC1 (stereo unspecified)
37 | i | 24% | 2% | 34% | 6% | 0% | 2% | 2% | -12% | COC(=O)N(NC(=O)C(O)(CCC(C)C)CCC(C)C)c1ccccc1
38 | -11% | 26% | -11% | 31% | -5% | -6%[0.501 µM] | · | 2% | -23% | Cc1cccc(NC(=O)c2nc[nH]c2C(=O)N2CCC(C)CC2)c1
39 | -7% | -3% | -18% | 17% | 6% | ? | -1% | -8% | -6% | N#Cc1nc(-c2cccs2)oc1N1CCOCC1
40 | -6% | -14% | 0% | 41%[activator] | -5% | 2% | -1% | -11% | -10% | Cc1c(NC(=O)c2cc(CC(C)C)on2)c(=O)n(-c2ccccc2)n1C
